High-throughput results: PubChem BioAssay, National Center for Advancing Translational Sciences (NCATS)
RGS4 inh = inhibitors of human regulator of G protein signaling 4; 390,000 compounds, 0.039% hits; Potency, µM (titrated, usually from 114 µM), inactives show at the top dose activity change, negative = inhibition, most hits filed as inhibitors; P49798; AID 504845; Transcreener GDP fluorescence polarization, RGS4-accelerated GTP hydrolysis; note: potency is the fitted concentration of half-maximal effect; % is set by controls: 0 for no effect and ±100 for the full control effect; nearly all actives have a fitted effect of over 75% in size; some results filed as inactive show a strong effect at the top dose
Target sequence (P49798 whole entry, looked up): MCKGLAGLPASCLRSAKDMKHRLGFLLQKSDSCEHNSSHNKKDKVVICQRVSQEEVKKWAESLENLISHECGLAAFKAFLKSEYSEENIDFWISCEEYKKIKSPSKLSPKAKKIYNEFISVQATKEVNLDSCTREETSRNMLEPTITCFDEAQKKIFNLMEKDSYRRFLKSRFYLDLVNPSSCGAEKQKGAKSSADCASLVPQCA
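MLSMR compounds (23 nl, pin-transferred) preincubated 10 min at room temperature with a 500nM (2x) first reagent, then RGS4 at 900nM (2x) plus Transcreener GDP mix added; fluorescence polarization (620/688 nm) read before and after 90 min at 30 °C.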
LDHA block = inhibitors of human lactate dehydrogenase A. 480,000 compounds, 0.15% hits. purified LDHA, NADH/diaphorase-resazurin fluorescence; stronger effect = lower value. activity change, % (values are at about 110 or 230 µM). P00338; in the data active = activity change below about -30%; inconclusive = mostly about -25% to -30%;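 note: plate controls were DMSO wells for no effect and wells without enzyme for full effect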
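Human LDH5 at 2 nM final in Tris HCl pH 7.4 with 0.06 mM NADH and 0.2 mM pyruvate, reacted 5 minutes at room temperature. Remaining NADH coupled via diaphorase/resazurin; resorufin fluorescence read at 0 and 20 minutes, normalized to enzyme-free and DMSO wells.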
POLB inh = blocks human DNA polymerase beta activity; P06746; Pol beta primer extension/strand displacement, fluorescence kinetic; Potency, µM (series often up to 114 µM), without a hit: at the highest dose activity change, negative = inhibition, usual class: inhibitors; 340,000 compounds, 1.3% hits; note: potency is the fitted concentration of half-maximal effect; % is set by controls: 0 for no effect and ±100 for the full control effect
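Human Pol beta at 10 nM; strand-displacement substrate 50 nM final. Compound exposure 15 min at room temperature before start, reaction 10 min at room temperature.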
Pol kappa inh = blocks human DNA polymerase kappa activity. purified Pol kappa, fluorescent DNA synthesis assay, 10 min. Q9UBT6. Potency, µM (highest dose often 107 µM), for the others: top-dose activity, negative = inhibition, actives largely listed as inhibitors. 400,000 compounds, 0.53% hits; note: potency is the fitted concentration of half-maximal effect; % is set by controls: 0 for no effect and ±100 for the full control effect
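First, compounds were pin-transferred onto 10 nM Pol kappa. After 15 min at room temperature, substrate was added to 50 nM final. Fluorescence was then measured kinetically at 0 and 10 min.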
ERG-DNA inh = ERG Ets/DNA interaction inhibition; P11308; fluorescence polarization, His-ERG Ets domain / labelled DNA; Potency, µM (highest dose often 76.9 µM), without a hit: top-dose FP activity, negative = inhibition, hits mostly inhibitors; 370,000 compounds, 0.028% hits; AID 624246; active = well fitted inhibition curve with a large enough effect in the polarisation, with a control signal flat; inconclusive = small, poorly fitted or top-dose-only effect, or effect the other way, or a change in a side signal; inactive = no such curve, though single readings can be large or run the other way; the % refers to the polarisation;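 note: polarization taken with two DNA probes labelled with fluorescein and Texas red; potency is the fitted concentration of half-maximal effect; % of control where 0% means no effect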
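His-tagged ERG Ets domain (1 uM in the protein solution; 300mM KCl, 50mM Tris-HCl, 1mM EDTA, 1mM DTT, pH 7.5) received compound, then a probe mix of 5 nM fluorescein-DNA and 100nM Texas-615-DNA. Fluorescence polarization was read for both dyes.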
Pol eta inh = inhibitors of human DNA polymerase eta; Q9Y253; recombinant Pol eta, fluorescent DNA replication assay; Potency, µM (titrated, usually from 114 µM), for inactives: top-dose activity change, negative = inhibition, usual class: inhibitors; 390,000 compounds, 1.2% hits; note: potency is the fitted concentration of half-maximal effect; % is set by controls: 0 for no effect and ±100 for the full control effect
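Fluorescent replication assay: 50 nM final substrate added after a 15 min room-temperature compound preincubation with 10 nM enzyme. Signal taken at 0 min and again at 10 min.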
APE1 inh = inhibitors of human APE1 endonuclease; recombinant APE1, TAMRA/BHQ-2 abasic DNA cleavage fluorescence; 350,000 compounds, 0.35% hits; AID 2517; Potency, µM (top dose mostly 65.8 µM), without a hit: at the highest dose activity change, negative = inhibition, hits mostly inhibitors; P27695;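 note: potency is the fitted concentration of half-maximal effect; plate controls were vehicle for no effect and reference inhibitor for full effect; nearly all actives have a fitted effect of over 55% in size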
Target sequence (P27695 whole entry, looked up): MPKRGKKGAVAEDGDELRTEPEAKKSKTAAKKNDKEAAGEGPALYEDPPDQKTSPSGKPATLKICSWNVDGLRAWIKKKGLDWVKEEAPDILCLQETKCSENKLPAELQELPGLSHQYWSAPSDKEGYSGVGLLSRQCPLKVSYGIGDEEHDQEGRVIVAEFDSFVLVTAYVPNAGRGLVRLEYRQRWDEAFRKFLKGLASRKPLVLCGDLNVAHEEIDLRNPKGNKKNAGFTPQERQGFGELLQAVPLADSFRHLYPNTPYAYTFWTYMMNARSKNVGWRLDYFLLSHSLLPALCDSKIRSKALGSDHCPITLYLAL
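Compound pre-exposure to 0.75 nM APE1, 15 min at ambient temperature. Reaction initiated with 50 nM TAMRA/BHQ-2 THF substrate, read immediately in kinetic mode, 525 nm excitation, 598 nm emission.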
12-LOX inh = blocks human arachidonate 12S-lipoxygenase | Potency, µM (titrated, usually from 108 µM), for inactives: at the highest dose activity change, negative = inhibition, most hits filed as inhibitors | AID 1671190 | 580,000 compounds, 1.1% hits | P18054 | purified 12hLO, xylenol orange hydroperoxide absorbance; note: potency is the fitted concentration of half-maximal effect; % is set by controls: 0 for no effect and ±100 for the full control effect
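Hydroperoxide product was detected by ferrous iron/xylenol orange as the 573 to 405 nm absorbance ratio. Arachidonic acid at 40 uM (final) was turned over for 30 min at room temperature by 150 nM human 12hLO, pH 7.0 Hepes buffer, after 15 min compound preincubation.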
Anesthetic bind = candidate novel general anesthetic via apoferritin binding | P02791 | apoferritin/1-aminoanthracene competitive binding, fluorescence | Potency, µM (titrated, usually from 77.5 µM), inactives show at the top dose activity change, negative = displacement, most hits filed as inhibitors | 350,000 compounds, 0.074% hits | AID 485281; note: potency is the fitted concentration of half-maximal effect; % is set by controls: 0 for no effect and ±100 for the full control effect; nearly all actives have a fitted effect of over 20% in size
Target sequence (P02791 2-175 limits assumed): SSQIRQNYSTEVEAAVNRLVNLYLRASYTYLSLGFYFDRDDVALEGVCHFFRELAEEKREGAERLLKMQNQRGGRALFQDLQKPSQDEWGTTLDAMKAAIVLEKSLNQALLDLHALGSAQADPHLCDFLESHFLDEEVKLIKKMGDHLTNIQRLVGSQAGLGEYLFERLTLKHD
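Steps: apoferritin (10 uM) was premixed with half-saturated 1-AMA in PBS, compounds were pin-transferred, plates stood 10 min at room temperature, fluorescence was read at 380/535 nm, and curves were fitted with a Hill equation.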
Starred values were filed as active, the others as inactive; ? = inconclusive; . = not tested or not shown; [ ] = dose if it differs, or a comment. Unless noted, calls come from the whole dose curve; as a rule, active = well fitted curve in the direction sought with a large enough effect; inconclusive = small, poorly fitted or top-dose-only effect, or another doubt; inactive = no such curve, though single readings can be large; an effect the other way counts as inactive or inconclusive. Only part of the results is shown. The share of hits here may be higher or lower than overall.

A first look (3 entries):
Field names – A = RGS4 inh; B = LDHA block; C = POLB inh; D = Pol kappa inh; E = ERG-DNA inh; F = Pol eta inh; G = APE1 inh; H = 12-LOX inh; I = Anesthetic bind
1. CCNC(=O)C1CCCN1S(=O)(=O)c1ccc2ccccc2c1 (stereo not given)
  A: -14%	B: 0	C: ?	D: 12%	E: 14%	F: -5%	G: 45%[activator]	H: 94%[activator]	I: -5%

2. Cc1ccc(S(=O)(=O)N(C)c2ccc(OCC(=O)Nc3nc4c(ccc5ccccc54)s3)cc2)cc1
  A: 0%	B: -4	C: 0%	D: -18%	E: .	F: -2%	G: 0%	H: -22%	I: -5%

3. CC(C)CNC(=O)C1C2C=CC(C2)C1C(=O)O (stereo not given)
  A: -25%	B: 0	C: 4%	D: 4%	E: -23%	F: 3%	G: -2%	H: -3%	I: -10%

The listing, from the first entry:
Field names – A = RGS4 inh; B = LDHA block; C = POLB inh; D = Pol kappa inh; E = ERG-DNA inh; F = Pol eta inh; G = APE1 inh; H = 12-LOX inh; I = Anesthetic bind
1. CCNC(=O)C1CCCN1S(=O)(=O)c1ccc2ccccc2c1 (stereo not given)
  A: -14%	B: 0	C: ?	D: 12%	E: 14%	F: -5%	G: 45%[activator]	H: 94%[activator]	I: -5%

2. Cc1ccc(S(=O)(=O)N(C)c2ccc(OCC(=O)Nc3nc4c(ccc5ccccc54)s3)cc2)cc1
  A: 0%	B: -4	C: 0%	D: -18%	E: .	F: -2%	G: 0%	H: -22%	I: -5%

3. CC(C)CNC(=O)C1C2C=CC(C2)C1C(=O)O (stereo not given)
  A: -25%	B: 0	C: 4%	D: 4%	E: -23%	F: 3%	G: -2%	H: -3%	I: -10%

4. CN(C)CCCNC(=O)C1CCNCC1
  A: 15%	B: -3	C: 0%	D: -13%	E: -8%	F: -18%	G: -2%	H: 13%	I: -14%

5. O=C(CCc1nc2ccccc2c(=O)[nH]1)N1CCN(c2ccccc2Cl)CC1
  A: -1%	B: -1	C: .	D: 9%	E: -4%	F: -5%	G: 10%	H: 209%[activator]	I: .

6. COc1cccc(NC(=O)C(NCCc2ccc(S(N)(=O)=O)cc2)c2ccccc2)c1 (stereo not given)
  A: 10%	B: -12	C: 9%	D: -2%	E: -10%	F: -8%	G: 47%[activator]	H: 3%	I: -4%

7. CCNC(=O)CC1C(=O)N(c2ccc(F)cc2)C(=O)N1CCC(C)C (stereo not given)
  A: 14%	B: -7	C: -9%	D: -1%	E: -9%	F: -9%	G: 4%	H: 9%	I: -4%

8. CCCn1c(N)c(Br)c(=O)[nH]c1=O
  A: -5%	B: -13	C: 50%	D: -8%	E: 2%	F: 2%	G: 14%	H: -9%	I: 14%

9. CCn1c(SCC(=O)N/N=C/c2ccccc2OCC(=O)O)nnc1-c1ccc(C(C)(C)C)cc1
  A: -3%	B: -17	C: -11%	D: -17%	E: -13%	F: -13%	G: -2%	H: -15%	I: -5%

10. Cc1ccc(-n2[nH]c(C)c(/C=N/n3c(C)nc4ccccc4c3=O)c2=O)cc1
  A: -8%	B: 5	C: 6%	D: -20%	E: 10%	F: -2%	G: -4%	H: 5%	I: -19%

Part of the list above in order of SMILES length, rising.
Field names – A = RGS4 inh; B = LDHA block; C = POLB inh; D = Pol kappa inh; E = ERG-DNA inh; F = Pol eta inh; G = APE1 inh; H = 12-LOX inh; I = Anesthetic bind
5. O=C(CCc1nc2ccccc2c(=O)[nH]1)N1CCN(c2ccccc2Cl)CC1
  A: -1%	B: -1	C: .	D: 9%	E: -4%	F: -5%	G: 10%	H: 209%[activator]	I: .

6. COc1cccc(NC(=O)C(NCCc2ccc(S(N)(=O)=O)cc2)c2ccccc2)c1 (stereo not given)
  A: 10%	B: -12	C: 9%	D: -2%	E: -10%	F: -8%	G: 47%[activator]	H: 3%	I: -4%

10. Cc1ccc(-n2[nH]c(C)c(/C=N/n3c(C)nc4ccccc4c3=O)c2=O)cc1
  A: -8%	B: 5	C: 6%	D: -20%	E: 10%	F: -2%	G: -4%	H: 5%	I: -19%

Next section.
Field names – A = RGS4 inh; B = LDHA block; C = POLB inh; D = Pol kappa inh; E = ERG-DNA inh; F = Pol eta inh; G = APE1 inh; H = 12-LOX inh; I = Anesthetic bind
11. Brc1ccc(CN2CCc3nc(Nc4ccccc4)ncc3C2)s1
  A: 20%	B: 2	C: 8%	D: -12%[60.1 µM]	E: 3%	F: -22%	G: .	H: -1%	I: 44%[activator]

12. Cc1onc(-c2c(F)cccc2Cl)c1C(=O)N1C=CC(C(F)(F)Cl)=NCC1
  A: -13%	B: -4	C: 33%	D: -7%	E: -5%	F: -18%	G: -4%	H: 0%	I: -9%

13. CC1CN(C2CCN(S(=O)(=O)c3ccc4ccccc4c3)CC2)CC(C)O1 (stereo not given)
  A: 26%	B: -10	C: 4%	D: -5%	E: -17%	F: 3%	G: 1%	H: -18%	I: -12%

14. COc1ccc(C2(CNC(=O)c3ccccc3)CCCC2)cc1OC
  A: -12%	B: 1	C: 41%	D: -2%	E: 12%	F: -22%	G: 21%	H: 3%	I: -7%

15. CN(C)S(=O)(=O)c1cccc(NC(=O)c2ccncc2)c1
  A: 14%	B: -19	C: -8%	D: -11%	E: .	F: -1%	G: 3%	H: -11%	I: -10%

16. C=CCN(C(=O)CNC(=O)c1cccs1)C(C(=O)NC1CCCCC1)c1cccnc1 (stereo not given)
  A: 2%	B: -6	C: 17%	D: -10%	E: 4%	F: -12%	G: 7%	H: -15%	I: -2%

17. COc1ccccc1[C@@H]1C(c2ccccc2)=NN(c2ccc(Br)cc2)[C@H]1C(=O)N1CCOC1=O
  A: -6%	B: 2	C: .	D: 11%	E: -17%	F: 0%	G: 4%	H: ?	I: 343%[activator]

18. CCSc1nnc(NC(=O)COc2ccc3ccccc3c2)s1
  A: -17%	B: -1	C: 42%	D: 1%	E: 11%	F: 0%	G: 0%	H: 0%	I: -5%

19. CSCCC(NS(=O)(=O)c1ccc2ccccc2c1)C(=O)OCC(=O)c1ccc(C(C)C)cc1 (stereo not given)
  A: 0%	B: -1	C: -4%	D: -16%	E: 11%	F: -12%	G: 3%	H: -15%	I: -9%

20. Cc1ccc(S(=O)(=O)N2CCC(C(=O)OC(C)C(=O)NCc3ccc4c(c3)OCO4)CC2)cc1 (stereo not given)
  A: -38%	B: 0	C: -2%	D: -2%	E: -6%	F: -11%	G: -5%	H: -7%	I: -8%

21. CCCCc1cc(=O)oc2c3c(cc(OCC(=O)NCCCO)c12)OC(C)(C)CC3
  A: 24%	B: -1	C: 2%	D: -11%	E: 1%	F: -21%	G: 14%	H: ?	I: -4%

22. COc1ccc2ccccc2c1CN1CCN(C)CC1
  A: -7%	B: -2	C: -10%	D: 2%	E: 3%	F: -12%	G: 1%	H: 0%	I: -6%

23. COc1ccc(-n2c(-c3ccccc3)nnc2-c2ccc(Cl)cc2)cc1
  A: -12%	B: 2	C: 7%	D: 3%	E: 7%	F: 1%	G: 1%	H: 0%	I: -9%

24. Cn1c2c(c(=O)n(C)c1=O)C1c3cc(Cl)ccc3OCC1CO2 (stereo not given)
  A: 19%	B: -9	C: -3%	D: -4%	E: 1%	F: -20%	G: 10%	H: 36%[activator]	I: -3%
